KB-3-1 tox: qHTS assay for MDR1-selective chemotherapeutics: Primary screen using the parental adenocarcinoma cell KB-3-1 | KB-3-1 viability, CellTiter-Glo ATP luminescence, 72 h | Potency, µM (doses to about 46.1 µM), inactives show at the highest dose activity change, negative = cytotoxic, actives largely listed as cytotoxic | hit rate 1.4% among 400,000 | AID 1347075, 2019; further: potency means the concentration at half of the fitted maximal effect; on the % scale 0 is the no-effect control and ±100 the full control effect; nearly all actives have a fitted effect of over 60% in size
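Screening of KB-3-1 cells (DMEM, 10% FBS, phenol-red free) ran from lowest to highest compound concentration; after 72 h at 37 °C viability was read luminescently and curves fitted.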
KB-V1 cytotox: qHTS assay for MDR1-selective chemotherapeutics: Primary screen using the drug-selected MDR subline cells KB-V1. KB-V1 MDR cells viability, CellTiter-Glo, 72 h. hit rate 3.4% among 400,000. Potency, µM (highest dose often 46.1 µM), without a hit: at the top dose activity change, negative = cytotoxicity, most hits filed as cytotoxic. AID 1347076, 2019; further: potency means the concentration at half of the fitted maximal effect; on the % scale 0 is the no-effect control and ±100 the full control effect; nearly all actives have a fitted effect of over 60% in size
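qHTS viability screen in drug-selected KB-V1 MDR cells: 72 h compound treatment at 37 degrees C, ATP luminescence end point.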
HT1080NT lethal: qHTS for induction of synthetic lethality in tumor cells producing 2HG: qHTS for the HT-1080-NT fibrosarcoma cell line. HT-1080-NT fibrosarcoma viability, CellTiter-Glo ATP luminescence, 48 h. Potency, µM (top dose mostly 46.1 µM), without a hit: at the highest dose activity, negative = less viability, usual class: cytotoxic. hit rate 1.6% among 360,000;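 further: NT is the 2HG producing partner of a matched IDH1 knockdown line; potency means the concentration at half of the fitted maximal effect; 0% = DMSO-treated cells and -100% = media-only wells without cells; nearly all actives have a fitted effect of over 55% in size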
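A 48-hour cytotoxicity screen used HT-1080-NT cells plated 2 hours before compound delivery. ATP-based CellTiter-Glo luminescence measured viability, normalized to DMSO and no-cell controls.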
SW480 rereplic: A quantitative high throughput screen for small molecules that induce DNA re-replication in SW480 colon adenocarcinoma cells. hit rate 1.8% among 340,000. SW480 DNA re-replication, Hoechst DNA content imaging, 48 h. Potency, µM (top dose mostly 46.1 µM), without a hit: at the top dose re-replication activation, usual class: activators. AID 624297, 2012; further: potency means the concentration at half of the fitted maximal effect; % of control where 0% means no effect; nearly all actives have a fitted effect of over 55% in size
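Readout is total intensity of Hoechst-stained nuclei, excited at 405 nm and collected at 500-530 nm. Compound treatment lasted 48 hr at 37 C in 5% CO2 before staining.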
HT1080 IDH1KD tx: qHTS for induction of synthetic lethality in tumor cells producing 2HG: qHTS for the HT-1080-IDH1KD cell line; HT-1080 IDH1 knockdown viability, ATP luminescence, 48 h; Potency, µM (doses to about 46.1 µM), inactives show top-dose activity, negative = toxicity, most hits filed as cytotoxic; hit rate 2% among 360,000;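 further: potency means the concentration at half of the fitted maximal effect; 0% = DMSO wells and -100% = cell-free medium wells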
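Using the IDH1-knockdown HT-1080 line run in the same batch and compound series as the NT line, viability after 48 h at 37 °C was determined by CellTiter-Glo luminescence and expressed as % activity.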
MCF10A rereplic: A quantitative high throughput screen for small molecules that induce DNA re-replication in MCF 10a normal breast cells; hit rate 2.9% among 350,000; Potency, µM (highest dose often 46.1 µM), for the others: at the top dose activity, positive = re-replication, hits mostly activators; AID 624296, 2012; MCF 10A DNA re-replication, Hoechst nuclear intensity, 48 h; further: potency means the concentration at half of the fitted maximal effect; % of control where 0% means no effect; nearly all actives have a fitted effect of over 50% in size
ATXN2 expr inh: Primary qHTS for Inhibitors of ATXN expression. HEK-293 ATXN2-luciferase reporter, luminescence, 24 h. Potency, µM (series often up to 57 µM), without a hit: at the highest dose activity change, negative = inhibition, most hits filed as inhibitors. AID 1745845, 2022. hit rate 0.72% among 360,000; further: potency means the concentration at half of the fitted maximal effect; on the % scale 0 is the no-effect control and ±100 the full control effect; nearly all actives have a fitted effect of over 55% in size
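qHTS (up to 57 uM final) was run with 24 h compound exposure of reporter cells at 37 °C. Each well was multiplexed: SteadyGlo luminescence measured ATXN2-luciferase expression after a fluorogenic Gly-Phe-AFC viability readout (25 uM final).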
IL1B secr inh: qHTS for Inhibitors of Inflammasome Signaling: IL-1-beta AlphaLISA Primary Screen | hit rate 4.7% among 360,000 | AID 743279, 2014 | THP-1 LPS/ATP IL-1B secretion, AlphaLISA, 16 h; active compounds read low | activity change, % at 57.5 µM; in the data active means activity change below about -50%; inconclusive means mostly about -30% to -49%; further: on the % scale 0 is the no-effect control and ±100 the full control effect
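THP-1 cells pretreated 1 hr with compounds (up to 57.5 uM final), then stimulated with LPS (250 ng/mL final) plus ATP (1.25 mM final); secreted IL-1B measured by AlphaLISA after 16 hr, decreased signal indicating inhibition.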
S2 tox: Viability Counterscreen for Primary qHTS for Inhibitors of ATXN expression. S2 cells (HEK-293 line with an ATXN2-luciferase reporter) viability, CellTiter-Fluor protease fluorescence, 24 h. Potency, µM (top dose mostly 56.7 µM), most hits filed as cytotoxic. AID 651635, 2014. hit rate 0.49% among 400,000; further: potency means the concentration at half of the fitted maximal effect; nearly all actives have a fitted effect of over 40% in size
The depositor's hits bear a star; i = inactive; ? = inconclusive; nt = no result given; [ ] = remark or other dose. Unless noted, the call rests on the fitted dose curve; in most records, active means well fitted curve in the direction sought with a large enough effect; inconclusive means small, poorly fitted or top-dose-only effect, or another doubt; inactive means no such curve, though single readings can be large; an effect the other way counts as inactive or inconclusive.

SMILES,KB-V1 cytotox,HT1080 IDH1KD tx,KB-3-1 tox,MCF10A rereplic,HT1080NT lethal,ATXN2 expr inh,SW480 rereplic,IL1B secr inh,S2 tox
COc1ccccc1N1CCN(C(=O)CSc2nc(N)cc(=O)[nH]2)CC1,3%,-11%,-1%,-6%,2%[9.24 µM],-4%,1%,0,i
CCCNC(=O)c1cc(C2CCCN(C(=O)C3CC3)C2)on1 (configuration not stated),26%,?,0%,nt,9%,9%,nt,-6,i
Clc1cc(Br)ccc1OCCn1ccnc1,?,0%,-8%,-2%,6%,-8%,-8%,-2,?
O=C(CSc1nc2ccccc2c(=O)n1NC(=O)c1ccccc1)c1ccccc1,-11%,2%,-6%,16%,1%,3%,-2%,-25,?
O=C(O)Cc1ccc(NC(=O)c2ccc3c(c2)C(=O)N(CC2CCCO2)C3=O)cc1 (configuration not stated),26%,14%,?,-1%,5%,-1%,-9%,0,i
O=c1oc2cc(Br)ccc2n1Cc1ccccc1,23%,19%,4%,?,5%,-3%,?,0,i
CCCCSc1nnc(CNC(=O)C23CC4CC(CC(C4)C2)C3)n1Cc1ccccc1,2.6µM*,-3%,?,?,-8%,11%,13%,?,i
O=C(CSc1nnc(CNC(=O)c2ccccc2)o1)Nc1ccc2c(c1)OCO2,27%,1%,5%,-1%,-10%,2%,-6%,0,i
O=C(Nc1ccc(C(=O)N2CCN(c3ccc(Cl)cc3)CC2)cc1)C1=CSCCO1,?,-4%,-15%,2%,-3%,-17%,8%,4,i
CC1(C)CC(=O)C([N+](=O)[O-])=C(NCCCC(=O)O)C1,0%,10%,20%,8%,13%,-1%,15%,1,?
O=C(NCc1ccccc1)c1cc(-c2ccco2)on1,?,0%,1%,11%,4%,15%,-15%,-11,i
CC(C)Cc1nc2oc3c(NCCCN4CCOCC4)ncnc3c2c2c1CCC2,0%,-4%,?,28%,8%,-2%,?,-59*,i
C#CCOCCOCCOCCNc1nc(N2CCN(C(=O)C([C@@H](C)CC)n3cc(C(N)Cc4ccc(O)cc4)nn3)CC2)nc(N2CCN(C(=O)[C@H](CCC(=O)O)n3cc(C(N)[C@H](C)CC)nn3)CC2)n1 (some centres not stated),33%,5%,15%,-6%,5%,-3%,-7%,23,i
CCOC(=O)N1CCN(CCC(=O)c2ccc(Cl)cc2)CC1,?,-18%,21µM*,?,?,-3%,?,-1,i
CC(C)Cn1c(NCCO)nc2ccccc21,-18%,-2%,1%,1%,-3%,-8%,-7%,0,i
O=C(CSc1nc2ncc(Cl)cc2[nH]1)c1ccc2c(c1)OCO2,-25%,-8%,7%,?,-1%,-19%,84%,12,i
CCc1ccc(NC(=O)Cn2nc(C(F)(F)F)c3c2CCC3)cc1,4%,-2%,0%,28%,0%,-15%,-3%,?,i
Cc1ccc(C(O)c2ncc(-c3ccc4ccccc4c3)[nH]2)c(C)c1 (configuration not stated),4%,-21%,0%,nt,-13%,13%,nt,-1,?
CC1CCCC(C)N1C(=O)COC(=O)c1ccc(F)c(S(=O)(=O)N2CCOCC2)c1 (configuration not stated),-29%,0%,3%,8%,0%,6%,-1%,i,i
CNC(=O)c1ccc(Nc2nnc(C)c3ccccc23)cc1,?,1%,-1%,17%,-6%,3%,1%,-20,i
O=S(=O)(NCC(c1ccco1)N1CCc2ccccc21)c1ccccc1 (configuration not stated),?,-15%,2%,10%,4%,-7%,-1%,-7,i
COc1ccc2c(c1)C(C)(Cc1ccc(C(=O)c3ccccc3)cc1)C(=O)N2 (configuration not stated),-2%,-28%,0%,nt,-22%,?,nt,-2,?
CC(=O)c1cccc(NC(=O)CCNC(=O)c2cccc(C)c2)c1,14%,5%,0%,-5%,1%,-13%,-16%,45,i
CN(C)c1nc(NCc2ccccc2)nc(N/N=C/c2ccc(Br)cc2)n1,3%,-8%,13%,4%,-5%,nt,1%,5,i
Oc1ccc(/C=N/Nc2cc(N3CCCC3)nc(N3CCCC3)n2)cc1O,7%,-5%,-3%,8%,-1%,-21%,2%,37,i
O=C(c1ccc(N2CCCC2=O)cc1)N1CCN(c2cccc(C(F)(F)F)c2)CC1,?,-5%,-11%,1%,-1%,-16%,-6%,?,i
Cc1ccccc1OCC(=O)Nc1sc(C(=O)Nc2cccc(C)c2C)c(C)c1C#N,?,7%,11%,-8%,-4%,1%,-8%,5,i
Cc1cccc(OCC(=O)O/N=C(\N)c2ccc(Cl)cc2)c1,-25%,-10%,-1%,-5%,-1%,1%,0%,0,i
CCc1cc(=O)oc2cc(OCC(=O)N3CCC[C@H]3C(=O)O)ccc12,-22%,-1%,0%,-3%,0%,-8%,-28%,-5,i
COc1ccc(CC2(CO)CCN(Cc3cccc(OC)c3OC)CC2)cc1,13%,-13%,3%,-3%,-11%,-8%,1%,-4,i
CCCNC(=O)C12CCC(C)(C(=O)C1Br)C2(C)C (configuration not stated),?,6%,4%,13%,12%,-1%,1%,0,i
C[C@H](CO)N1C[C@H](C)[C@@H](CN(C)S(=O)(=O)c2ccccc2)Oc2ccc(NC(=O)Nc3ccc(C(F)(F)F)cc3)cc2C1=O,-6%,?,?,-36%[inhibitor],?,?,-8%[9.22 µM],0,?
O=C(CSc1nnc(SCc2ccccc2)s1)N/N=C/C=C\c1ccco1,?,-2%,0%,?,-1%,-1%,9%,0,i
CC(C)Nc1nnc(SC(C)C(=O)NCc2ccc3c(c2)OCO3)s1 (configuration not stated),-4%,13%,6%,-6%,14%,-13%,-11%,27,i
COc1ccc(-n2ncc3c2CC(C)(C)CC3NC(=O)CCc2c(C)noc2C)cc1 (configuration not stated),?,13%,-19%,-5%,10%,5%,-32%[inhibitor],i,i
O=C(/C=C/c1ccccc1Cl)OCC(=O)N1CCCC1,-8%,-2%,10%,-1%,0%,24%,21%,-1,i
CCn1cc(C(=O)OCC(=O)Nc2ccc(S(=O)(=O)N3CCCC3)cc2)c(=O)c2ccc(C)nc21,-11%,14%,-2%,0%,10%,-10%,-8%,-15,i
Cc1ccccc1CNC(=O)c1ccc(NC(=O)c2nsc3ccccc23)cc1,5%,nt,-8%,nt,nt,29%,nt,nt,i
COc1cc(/C=N/NC(=O)c2ccc(N(C)S(=O)(=O)c3ccccc3)cc2)cc(OC)c1OC,?,8%,-2%,1%,8%,-10%,-74%[inhibitor],11,i
CCCCCCOc1ccc(NC(=O)CC2C(=O)N(CC)C(=S)N2Cc2ccco2)cc1 (configuration not stated),-7%,?,?,18µM*,-23%,4%,?,-101*,?
O=C(NCc1cccnc1)c1nnc(Cc2ccc(F)cc2)o1,4%,-2%,12%,0%,-3%,-3%,-13%,16,i
COCCNC(=O)CSc1ccc(-c2nc3ccccc3[nH]2)cn1,0%,3%,-33%,2%,5%,20%,0%,48,i
O=C(/C=C/c1cccc([N+](=O)[O-])c1)OCC(=O)N1CCN(C(=O)c2ccco2)CC1,nt,4%,nt,-10%,13%,3%,-7%,-1,i
Cc1onc(-c2ccccc2Cl)c1C(=O)Nc1nnc(C(C)C)s1,0%,-2%,-17%,0%,-20%,5%,-3%,22,i
CCN(CC(=O)Nc1ccc2c(c1)OCCO2)c1nc(-c2cccnc2)nc2ccccc12,?,-14%,28%,6%,-1%,-11%,2%,-30,i
CCN(CC)C(=O)c1sc(NC(=O)c2c(OC)cccc2OC)c(C#N)c1C,?,23%,13%,0%,?,-23%,-11%,0,i
O=C(Nc1nnc([C@@H]2C[C@H](O)[C@@H](CO)O2)s1)c1cccc(Cl)c1,0%,17%,0%,nt,18%,23%,nt,9,i
CCOC(=O)c1c(C)[nH]c(C)c1S(=O)(=O)N(C)CC(=O)Nc1cccc(C(F)(F)F)c1,9%,nt,5%,nt,nt,-14%,nt,nt,i
CCOc1ccc(-c2c(C(=O)N/N=C/c3ccc(Cl)cc3)nnn2-c2nonc2N)cc1,0%,3%,4%,-4%,-3%,nt,-9%,3,?
CCn1ncc(CN2CCN(Cc3cccc(OC)c3)C(CCO)C2)c1C (configuration not stated),-8%,2%,-3%,-7%,14%,-8%,-5%,26,i

3 records drawn at random from those above:
SMILES,KB-V1 cytotox,HT1080 IDH1KD tx,KB-3-1 tox,MCF10A rereplic,HT1080NT lethal,ATXN2 expr inh,SW480 rereplic,IL1B secr inh,S2 tox
CC(C)Cc1nc2oc3c(NCCCN4CCOCC4)ncnc3c2c2c1CCC2,0%,-4%,?,28%,8%,-2%,?,-59*,i
O=C(CSc1nc2ncc(Cl)cc2[nH]1)c1ccc2c(c1)OCO2,-25%,-8%,7%,?,-1%,-19%,84%,12,i
CCOc1ccc(-c2c(C(=O)N/N=C/c3ccc(Cl)cc3)nnn2-c2nonc2N)cc1,0%,3%,4%,-4%,-3%,nt,-9%,3,?

Next section
SMILES,KB-V1 cytotox,HT1080 IDH1KD tx,KB-3-1 tox,MCF10A rereplic,HT1080NT lethal,ATXN2 expr inh,SW480 rereplic,IL1B secr inh,S2 tox
N#C/C(=C\c1cccc([N+](=O)[O-])c1)c1nnc2n1CCCCC2,13%,-21%,-2%,7%,-15%,1%,-2%,-91*,i
NC(=O)c1sc2nc(-c3ccco3)ccc2c1N,?,13%,?,26%,10%,8%,10%,-68*,i
CCCCC1(C)OC(=O)C(=Cc2c[nH]c3ccccc23)C(=O)O1 (configuration not stated),-3%,6%,5%,1%,12%,2%,?,-9,i
O=C(CSc1nc(=O)n2ccccc2n1)NCc1ccccc1,11%,-1%,6%,5%,3%,-14%,-373%[inhibitor],-6,i
